VP16 counter – VP16 counterscreen qHTS for inhibitors of ROR gamma transcriptional activity | Drosophila S2 Gal4-VP16 UAS-luciferase, luminescence, 20 h | Potency, µM (highest dose often 53.6 µM), without a hit: at the top dose activity, negative = inhibition, hits mostly inhibitors | hit rate 3.5% among 310,000;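 further: Gal4-VP16 expression switched on by copper sulfate through the metallothionein promoter; potency means the concentration at half of the fitted maximal effect; on the % scale 0 is the no-effect control and ±100 the full control effect; nearly all actives have a fitted effect of over 50% in size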
ELG1 DNA repair – qHTS screen for small molecules that inhibit ELG1-dependent DNA repair in human embryonic kidney (HEK293T) cells expressing luciferase-tagged ELG1. HEK293T ELG1-luciferase reporter, luminescence, 16 h; DNA damage induced by 5-fluorouridine. hit rate 2.3% among 330,000. Potency, µM (highest dose often 46.1 µM), for the others: at the top dose activity change, negative = inhibition, usual class: inhibitors. AID 504467, 2011; further: potency means the concentration at half of the fitted maximal effect; on the % scale 0 is the no-effect control and ±100 the full control effect; nearly all actives have a fitted effect of over 55% in size
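Luminescence from the luciferase reporter, measured 30 min after ONE-Glo reagent at room temperature, was the read-out. Beforehand, 2,000 cells per well were exposed for 16 hr at 37 °C to 5-fluorouridine together with compound or vehicle.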
BRCA1 expr act – qHTS Assay to Identify Small Molecule Activators of BRCA1 Expression. MCF7-BRCA1-FFLuc reporter, luminescence, 48 h; response scale: scaled: vehicle 0%, 10 µM genistein 100%. Potency, µM (titrated, usually from 46.1 µM), without a hit: at the highest dose activation, most hits filed as activators. hit rate 1.1% among 380,000. AID 624202, 2012; further: potency means the concentration at half of the fitted maximal effect; nearly all actives have a fitted effect of over 80% in size; some results filed as inactive show a strong effect at the top dose
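MCF7 cells carrying a BRCA1-firefly luciferase reporter (2000 cells/well, phenol-red free MEM) were attached for 2 h at 37 °C, then given compounds for 48 h. Luminescence was read 15 min after luciferase reagent; activity normalized to genistein (10 microM) and DMSO.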
Tb PFK block – qHTS Assay to Find Inhibitors of T. brucei phosphofructokinase; T. brucei PFK, ADP-Glo luminescence; Potency, µM (titrated, usually from 57.5 µM), without a hit: top-dose activity, negative = inhibition, usual class: inhibitors; hit rate 0.17% among 330,000; AID 485367, 2010;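 further: potency means the concentration at half of the fitted maximal effect; 0% = uninhibited 1x PFK enzyme wells and -100% = no-enzyme wells; nearly all actives have a fitted effect of over 60% in size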
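1.25 nM PFK with 0.5 mM F6P and 0.1 mM ATP in 0.1 M TEA pH 8.0, 5 mM MgCl2, incubated 45 min at room temperature; ADP measured by ADP-Glo luminescence; compounds titrated up to 57 uM.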
NPC1 promoter act – qHTS Assay for NPC1 Promoter Activators | Potency, µM (series often up to 9.22 µM), inactives show at the top dose activation, hits mostly activators | hit rate 2.4% among 320,000 | AID 485313, 2010 | Huh7 NPC1 promoter luciferase reporter, 24 h;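 further: potency means the concentration at half of the fitted maximal effect; % of control where 0% means no effect; nearly all actives have a fitted effect of over 60% in size; reporter is driven by a mutant NPC1 promoter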
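Huh7 cells stably carrying NPC1 promoter–luciferase, plated in Opti-MEM with 10% FBS for 2 h, were exposed to compound in DMSO for 24 h at 37 °C; luciferase reagent was added for 10 min and luminescence read.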
ELG1 genotox – qHTS screen for small molecules that induce genotoxicity in human embryonic kidney (HEK293T) cells expressing luciferase-tagged ELG1; HEK293T ELG1-luciferase reporter, luminescence, 16 h; Potency, µM (top dose mostly 46 µM), for inactives: top-dose activity change, positive = activation, most hits filed as activators; hit rate 1.3% among 330,000; AID 504466, 2011; further: potency means the concentration at half of the fitted maximal effect; % of control where 0% means no effect; nearly all actives have a fitted effect of over 60% in size
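Cells (2,000/well) expressing the ELG1-luciferase fusion are dosed by pin tool and kept 16 hr at 37 °C, 5% CO2. Signal comes from ONE-Glo luciferase reagent after 30 min at room temperature.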
FLuc counter – qHTS profiling assay for firefly luciferase inhibitor/activator using purifed enzyme and Km concentrations of substrates (counterscreen for miR-21 project). AID 588342, 2011. hit rate 6.9% among 360,000. purified FLuc, Km substrates, luminescence inhibition. Potency, µM (titrated, usually from 57.5 µM), for the others: at the highest dose activity change, negative = inhibition, usual class: inhibitors;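 further: potency means the concentration at half of the fitted maximal effect; plate controls were vehicle for no effect and reference inhibitor for full effect; nearly all actives have a fitted effect of over 55% in size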
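Purified P. pyralis luciferase, 10 nM final, with Km-level 10 uM D-luciferin and 10 uM ATP in 50 mM Tris acetate pH 7.5, 10 mM Mg acetate, 0.01% Tween-20, 0.05% BSA; 6-point qHTS titration about 60 µM downward; luminescence read.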
p53 reactivator – qHTS assay for re-activators of p53 using a Luc reporter. H1299 p53-A138V BP100-luciferase reporter, luminescence, 24 h. Potency, µM (titrated, usually from 92.2 µM), for the others: at the highest dose activity change, positive = activation, most hits filed as activators. hit rate 0.063% among 320,000; further: potency means the concentration at half of the fitted maximal effect; % of control where 0% means no effect; nearly all actives have a fitted effect of over 45% in size
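p53-null H1299 cells stably carrying temperature-sensitive p53-A138V and a BP100-luciferase reporter were pinned with compounds (4-point, 1:5 series) and held 24 hrs at 37 deg C. Luminescence was read 10 min after detection reagent.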
Rab9 prom act – qHTS Assay for Rab9 Promoter Activators; Huh7 Rab9 promoter-luciferase reporter, luminescence, 24 h; Potency, µM (top dose mostly 9.22 µM), for inactives: top-dose activation, negative = inhibition, most hits filed as activators; hit rate 2.8% among 320,000; AID 485297, 2010; further: potency means the concentration at half of the fitted maximal effect; % of control where 0% means no effect; nearly all actives have a fitted effect of over 60% in size
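Rab9 promoter-driven luciferase in stably transfected Huh7 cells; 1500 cells/well rested 2 h, exposed to compound in DMSO for 24 h at 37 °C, 5% CO2. Luminescence read 10 min after adding luciferase reagent at ambient temperature.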
RORg inh – qHTS for inhibitors of ROR gamma transcriptional activity | Nuclear receptor ROR-gamma (Mus musculus), P51450 | Drosophila S2 Gal4-RORgamma UAS-luciferase reporter, 20 h | Potency, µM (highest dose often 53.6 µM), without a hit: at the highest dose activity change, negative = inhibition, most hits filed as inhibitors | hit rate 5.4% among 310,000 | AID 2551, 2010; further: potency means the concentration at half of the fitted maximal effect; on the % scale 0 is the no-effect control and ±100 the full control effect; nearly all actives have a fitted effect of over 60% in size
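Schneider cells (Drosophila), stable Gal4 DBD–ROR gamma + UAS-luc; 1 hr cmpd preincubation; Cu2+ induction 700 uM final; 20 hr ambient; luminescence.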
TRPV1 ag – HTS Assay for Compounds that Act as Agonists of the Vanilloid Receptor 1; Transient receptor potential cation channel subfamily V member 1 (Homo sapiens), Q8NER1; TRPV1-expressing cells, Fluo-8 calcium influx, agonist mode; activation, % at 8.33 µM; hit rate 0.19% among 320,000; AID 540275, 2011; in the data active means activation above about 80%; inconclusive means between about 30% and that limit; further: 0% is about no effect
Target sequence (Q8NER1 whole entry, looked up): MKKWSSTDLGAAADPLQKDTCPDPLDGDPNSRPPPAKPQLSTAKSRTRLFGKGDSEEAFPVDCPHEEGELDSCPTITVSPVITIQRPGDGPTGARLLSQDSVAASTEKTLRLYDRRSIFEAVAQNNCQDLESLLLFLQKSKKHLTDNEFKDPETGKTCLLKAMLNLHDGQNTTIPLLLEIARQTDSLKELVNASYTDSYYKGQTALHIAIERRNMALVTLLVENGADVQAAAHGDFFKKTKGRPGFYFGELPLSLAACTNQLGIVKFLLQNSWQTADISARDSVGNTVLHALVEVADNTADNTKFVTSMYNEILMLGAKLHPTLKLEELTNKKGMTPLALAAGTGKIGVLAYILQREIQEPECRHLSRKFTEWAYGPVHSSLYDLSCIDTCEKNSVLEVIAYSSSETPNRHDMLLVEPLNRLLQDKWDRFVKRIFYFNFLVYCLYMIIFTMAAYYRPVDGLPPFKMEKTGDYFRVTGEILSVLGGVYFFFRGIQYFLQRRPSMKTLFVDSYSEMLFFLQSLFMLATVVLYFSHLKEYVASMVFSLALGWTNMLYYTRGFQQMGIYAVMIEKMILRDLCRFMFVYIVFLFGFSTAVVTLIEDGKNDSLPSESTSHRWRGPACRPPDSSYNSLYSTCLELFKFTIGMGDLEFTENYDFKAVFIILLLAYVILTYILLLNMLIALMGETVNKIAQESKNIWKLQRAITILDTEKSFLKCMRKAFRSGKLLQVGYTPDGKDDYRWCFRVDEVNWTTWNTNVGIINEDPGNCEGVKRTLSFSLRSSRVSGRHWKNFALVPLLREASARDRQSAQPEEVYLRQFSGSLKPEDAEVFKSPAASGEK
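TRPV1-expressing cells were cultured overnight at 35.5C and loaded with Fluo-8 calcium dye for 40 to 90 min at room temperature. After a 10 s baseline, compound was added and calcium influx was read kinetically for 3 min (ex 480/em 520 nm).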
* = called active by the depositor; ? = inconclusive; . = no result given; [ ] = remark or other dose. Unless noted, the call rests on the fitted dose curve; in most records, active means well fitted curve in the direction sought with a large enough effect; inconclusive means small, poorly fitted or top-dose-only effect, or another doubt; inactive means no such curve, though single readings can be large; an effect the other way counts as inactive or inconclusive. An unsorted share of the library. About 15% of those tested had a hit in this group.

SMILES	VP16 counter	ELG1 DNA repair	BRCA1 expr act	Tb PFK block	NPC1 promoter act	ELG1 genotox	FLuc counter	p53 reactivator	Rab9 prom act	RORg inh	TRPV1 ag
O=C(O)CNC(=O)/C(=C/c1cccc([N+](=O)[O-])c1)NC(=O)c1ccco1	?	5%	9%	0%	1%	3%	-2%	2%	-4%	-9%	0
Clc1cccc(N=NN2CCOCC2)c1Cl	-1%	6%	-14%	3%	2%	-3%	?	3%	2%	26%	21
CCO[C@H]1OC(C(=O)N2CCN(Cc3ccc4c(c3)OCO4)CC2)=C[C@@H](C2CCCCC2)[C@@H]1CCCO	-4%	-12%	0%	-1%	0%	-7%	0%	1%	0%	?	?
CCN(CC(=O)N1CCN(Cc2ccccc2)CC1)S(=O)(=O)c1ccc(C)cc1	11%	-12%	-11%	2%	-1%	-7%	3%	-11%	-2%	23%	7
CCCC(C)C(=O)Nc1ccc2c(c1)OCCO2 (centres undefined)	15%	?	?	-14%	12%	12%	?	25%	15%	24%	-1
Cc1ccc(N2CCCn3c2nc2c3c(=O)n(CCN3CCOCC3)c(=O)n2C)cc1	0%	2%	.	3%	-3%	-4%	-1%	-5%	7%	18%	2
CC[C@@H](C)[C@H](NC(=O)OC(C)(C)C)c1nnc(S(=O)(=O)Cc2cc(C)ccc2C)o1	?	10%	-72%	2%	1%	-2%	-16%	-27%	-4%	?	?
Cc1ccc(/C=C2\SC(=S)N(CCCC(=O)Nc3ccc(O)cc3)C2=O)cc1	.	8%	-90%[inhibitor]	6%	-26%	2%	?	2%	-28%	0.05µM*	20
CC1CC(C)CN(C(=O)CSc2nnc(CSc3ncccn3)n2C)C1 (centres undefined)	-5%	6%	2%	-2%	1%	0%	0%	-2%	2%	-13%	-2
COc1cccc(N(C(=O)Cn2nnc(-c3ccc(C)o3)n2)C(C(=O)NC(C)(C)C)c2cccs2)c1 (centres undefined)	0%	-1%	-52%	0%	-9%	1%	3%	-3%	1%	17%	7
OCCOCCNc1ncnc2nc[nH]c12	-17%	7%	24%	0%	1%	-8%	-1%	12%	-3%	2%	-1
CCc1ccc2c(c1)C(c1cccs1)=NNC(c1cccnc1)=N2	0%	-6%	1%[1.84 µM]	1%	-3%	-1%	4%	8%	-8%	24%	25
Cc1nn(C)cc1C(C)NCc1c(C(=O)N2CCCCCCC2)nc2ccc(Cl)cn12 (centres undefined)	10%	4%	-1%	-8%	-3%	1%	-2%	-2%	0%	1%	-2
CCCC1(C)Nc2ccccc2-c2nc3ccccc3n21 (centres undefined)	-1%	?	8.9µM*	-3%	23%	18%	19µM*	?	?	-12%	-11
COC(=O)c1cc(OC)c(OC)c(OC)c1[N+](=O)[O-]	11%	16%	11%	1%	-3%	5%	4%	-3%	-2%	-3%	-2
O=C(CCN1C(=O)C2C3C=CC(C4CC34)C2C1=O)OCC(=O)c1ccccc1 (centres undefined)	-5%	18%	-5%	0%	-1%	1%	-1%	7%	10%	6%	-6
Cc1cc(C(F)(F)F)c2c(N)c(C(=O)Nc3cc(C)on3)sc2n1	4µM*	?	?	0%	?	?	?	14%	3.5µM*	7.1µM*	-2
CCc1ccccc1N1CC23C=CC(O2)C(C(=O)O)C3C1=O (centres undefined)	-27%	19%	5%	5%	0%	-10%	1%	-1%	0%	9%	0
COc1cc(CC(=O)N/N=C/c2ccc([N+](=O)[O-])cc2)c([N+](=O)[O-])cc1OC	-10%	-18%	-17%	0%	-9%	2%	-1%	-14%	-9%	-6%	11
FC(F)(F)c1cc(Sc2ccccc2)nc(-c2ccccn2)n1	?	18%	0%	4%	0%	0%	-10%	1%	-2%	11µM*	19
CCc1nnc(NC(=O)c2sc3nc(C)cc(COC)c3c2N)s1	-2%[10 µM]	24%	7%	-1%	-1%	3%	?	5%	-2%	?	-1
CCCCc1nnc(NC(=O)C2CCCO2)s1 (centres undefined)	6%	?	49%	0%	11%	15%	-2%[2.3 µM]	?	28%	26%	0
Cc1ccccc1Cc1c(C)nc2nc(SCC(=O)NCCCN3CCCC3)nn2c1C	1%	3%	-17%	-1%	3%	0%	0%	-3%	-1%	6%	0
CCOC(=O)/C(=N\Nc1cccc(C(F)(F)F)c1)N(CCOC)CCOC	7%	-18%	-28%	-5%	1%	-4%	12%	-4%	1%	4%	28
CC1CCN(S(=O)(=O)c2ccc(C(=O)Nc3nnc(-c4ccccn4)o3)cc2)CC1	-14%	?	10%	-2%	-14%	-7%	?	3%	5%	-1%	-2

Ordered by SMILES length (smallest number first): some entries from above.
SMILES	VP16 counter	ELG1 DNA repair	BRCA1 expr act	Tb PFK block	NPC1 promoter act	ELG1 genotox	FLuc counter	p53 reactivator	Rab9 prom act	RORg inh	TRPV1 ag
CCCC(C)C(=O)Nc1ccc2c(c1)OCCO2 (centres undefined)	15%	?	?	-14%	12%	12%	?	25%	15%	24%	-1
CCc1ccc2c(c1)C(c1cccs1)=NNC(c1cccnc1)=N2	0%	-6%	1%[1.84 µM]	1%	-3%	-1%	4%	8%	-8%	24%	25
CCN(CC(=O)N1CCN(Cc2ccccc2)CC1)S(=O)(=O)c1ccc(C)cc1	11%	-12%	-11%	2%	-1%	-7%	3%	-11%	-2%	23%	7

The listing picks up; the five compounds before the break are reprinted first.
SMILES	VP16 counter	ELG1 DNA repair	BRCA1 expr act	Tb PFK block	NPC1 promoter act	ELG1 genotox	FLuc counter	p53 reactivator	Rab9 prom act	RORg inh	TRPV1 ag
CCc1nnc(NC(=O)c2sc3nc(C)cc(COC)c3c2N)s1	-2%[10 µM]	24%	7%	-1%	-1%	3%	?	5%	-2%	?	-1
CCCCc1nnc(NC(=O)C2CCCO2)s1 (centres undefined)	6%	?	49%	0%	11%	15%	-2%[2.3 µM]	?	28%	26%	0
Cc1ccccc1Cc1c(C)nc2nc(SCC(=O)NCCCN3CCCC3)nn2c1C	1%	3%	-17%	-1%	3%	0%	0%	-3%	-1%	6%	0
CCOC(=O)/C(=N\Nc1cccc(C(F)(F)F)c1)N(CCOC)CCOC	7%	-18%	-28%	-5%	1%	-4%	12%	-4%	1%	4%	28
CC1CCN(S(=O)(=O)c2ccc(C(=O)Nc3nnc(-c4ccccn4)o3)cc2)CC1	-14%	?	10%	-2%	-14%	-7%	?	3%	5%	-1%	-2
CC(=O)COc1ccc2c(C)c(C)c(=O)oc2c1	20%	?	60%	-4%	6%	?	1%	12%	?	-6%	5
Cc1n[nH]c(=O)c2c(NC(=O)COC(=O)/C=C/c3cccc(C(F)(F)F)c3)oc(C)c12	.	17%	18%	1%	-1%	-1%	1%	-1%	0%	.	-2
CC(C)NC(=O)CSCc1cccc(Br)c1	10%	12%	10%	4%	-7%	4%	3%	4%	-1%	20%	18
Cc1ccc(C(=O)CSc2nnc(-c3ccco3)o2)o1	4%	?	22%	-7%	13%	?	-8%	?	15%	?	-1
Cc1ccccc1-c1nnc(SCC(=O)NCC2CCCO2)o1 (centres undefined)	.	0%	-4%	-2%	-1%	2%	1%	-1%	-1%	.	0
Cn1c(=O)c2c(nc(N/N=C/c3cccnc3)n2Cc2ccccc2)n(C)c1=O	-15%	?	-20%	-1%	1%	-1%	1%	20%	1%	38%	-3
Cc1ccc(NC(=O)Cn2c(=O)c3cccn3c3ccccc32)c(Cl)c1	-29%	4%	-3%	-3%	-3%	5%	1%	2%	-2%	-34%	-3
O=C(Nc1cnc2ccccn2c1=O)c1ccc(Cl)cc1Cl	?	?	4%	-7%	0.32µM*	?	1.7µM*	-2%	0.28µM*	2.5µM*	9
COc1ccccc1-c1sc2cc3c(cc2c1C#CCO)OCO3	.	?	-56%	-2%	10%	0%	-4%	4%	-9%	.	5
COc1cc(CN(C(=O)c2cccs2)C2CCS(=O)(=O)C2)cc(OC)c1OC (centres undefined)	1%	13%	3%	3%	1%	2%	9%	0%	-2%	-22%	4
